H9c2 protect: cardioprotection against H2O2-induced cell death, primary screen, uHTS, H9c2 cells, ATPLite luminescence | H9c2 cardiomyocytes, H2O2 injury protection, 2 h | protection from H2O2 cell death, % at 20 µM | 360,000 tested, 0.63% active;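 active = compounds giving at least 50% protection of heart cells from peroxide-induced death in the single-dose screen, raw or plate-pattern-corrected value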;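 note: 0% = DMSO wells with peroxide and 100% = DMSO wells without peroxide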
Glyco luc inh: increase of ERlucT glycosylation luciferase signal, primary screen, N-linked glycosylation inhibitor project, D54 ERlucT cells, luminescence, set 2 | reporter increase, % at 12.5 µM | AID 588692, 2011 | 360,000 tested, 0.23% active | D54 ERlucT glycosylation luciferase reporter, 24 h; percent of 100 nM tunicamycin response;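 active = mean luciferase reporter signal, scaled so untreated is 0 and the glycosylation-blocking control 100, at or above a set limit in every replicate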;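 note: luciferase carries N-glycosylation sites so blocking glycosylation raises the light; 0% = median of neutral control wells and 100% = median of 100 nM tunicamycin wells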
ABCB6 inh MLPCN: ABCB6 transporter inhibitors, primary screen, K562-ABCB6 cells, flow cytometry, MLPCN library | ATP-binding cassette sub-family B member 6 (Homo sapiens), Q9NP58 | 360,000 tested, 0.19% active | fluorescence ratio to DMSO, % at 10 µM | K562-ABCB6 porphyrin accumulation, 1 h; active compounds read low;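 active = fluorescence ratio to DMSO below 75%, the collection mean minus 3 SD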;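 note: signal is porphyrin accumulated inside mitochondria; 100% equals median channel fluorescence of DMSO control wells; lower ratio means ABCB6 inhibition with less porphyrin fluorescence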
iPSC survival up: enhancers of single-cell hiPSC survival, primary screen, ATPlite luminescence. 360,000 tested, 0.044% active. 100% = ROCK inhibitor wells, 0% = DMSO. survival enhancement, % at 20 µM. AID 602274, 2012; in the data active = survival enhancement above about 18%;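 note: cells exposed to compounds for 16 hours before the ATP read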
Vif imaging: HIV Vif self-association inhibitors, primary screen, imaging, HEK293T, single point; HEK293T cells, Vif self-association by quenched fluorescence, 24 h; inhibition, % at 7.49 µM; 340,000 tested, 0.35% active; in the data active = inhibition above about 50%, passing the limit was not always enough; note: some results filed as inactive read as strong as hits
CaV13 FRET inh: Disruptors of the CACNA1D IQ motif to Ca2+-dependent inactivation inhibitor domain association, primary screening, Förster resonance energy transfer in intact living …; HEK cells, CFP/YFP FRET ICDI-IQ, plate reader, 10 min; percent FRET-ratio fall versus neutral wells; inhibition, % at 12.3 µM; 340,000 tested, 0.098% active; AID 743397;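 active = mean replicate inhibition of at least 30% and at least 1% of replicates passing that level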;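 note: 0% = median of the neutral control wells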
PDI turbidity: inhibitors of human PDI, primary screen, biochemical, turbidity, single point, plate reader; inhibition, % at 10 µM; PDI insulin aggregation turbidity, A650, 90 min; 350,000 tested, 0.052% active;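 active = mean inhibition across replicates of 30% or more, whatever share of single replicates reach that level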;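 note: absorbance from insulin aggregation driven by PDI reduction with DTT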
Target sequence (P07237 whole entry, looked up): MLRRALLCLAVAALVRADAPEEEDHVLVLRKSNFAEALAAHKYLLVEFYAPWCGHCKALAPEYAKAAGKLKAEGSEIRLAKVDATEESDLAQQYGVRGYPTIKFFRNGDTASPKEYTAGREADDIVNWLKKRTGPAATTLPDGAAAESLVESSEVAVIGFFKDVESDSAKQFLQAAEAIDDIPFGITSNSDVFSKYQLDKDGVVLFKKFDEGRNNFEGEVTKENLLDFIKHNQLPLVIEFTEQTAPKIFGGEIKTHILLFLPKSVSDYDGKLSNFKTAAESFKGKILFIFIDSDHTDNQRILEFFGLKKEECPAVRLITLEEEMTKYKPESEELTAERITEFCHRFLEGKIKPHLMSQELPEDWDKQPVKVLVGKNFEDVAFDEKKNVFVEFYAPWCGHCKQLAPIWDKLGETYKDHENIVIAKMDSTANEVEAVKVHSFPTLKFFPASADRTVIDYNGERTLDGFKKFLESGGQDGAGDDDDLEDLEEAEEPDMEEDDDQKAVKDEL
Granule exo inh: LAMP-1 surface exposure blockers, TALL-104 cells – cell-based, flow cytometry, MLPCN library, primary screen; inhibition, % at 10 µM; 360,000 tested, 0.66% active; TALL-104 LAMP-1 surface exposure; cells stimulated with thapsigargin and PMA; AID 651702, 2012;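 active = inhibition above about 55%, limit read from the data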
HTR2A ag: mouse Htr2a agonists via beta-arrestin recruitment, primary screen, cell-based, luminescence | CHO-K1 mHTR2A beta-arrestin complementation; percent of 30 µM serotonin response | 5-hydroxytryptamine receptor 2A (Mus musculus), P35363 | AID 624169, 2012 | 360,000 tested, 0.66% active | activation, % at 7.6 µM;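 active = activation above a run cutoff, the mean activation of all tested compounds plus 3 SD, cut at about 14% in these data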;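 note: 0% = plate median of compound wells and 100% = 30 µM serotonin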
Target sequence (P35363 whole entry, looked up): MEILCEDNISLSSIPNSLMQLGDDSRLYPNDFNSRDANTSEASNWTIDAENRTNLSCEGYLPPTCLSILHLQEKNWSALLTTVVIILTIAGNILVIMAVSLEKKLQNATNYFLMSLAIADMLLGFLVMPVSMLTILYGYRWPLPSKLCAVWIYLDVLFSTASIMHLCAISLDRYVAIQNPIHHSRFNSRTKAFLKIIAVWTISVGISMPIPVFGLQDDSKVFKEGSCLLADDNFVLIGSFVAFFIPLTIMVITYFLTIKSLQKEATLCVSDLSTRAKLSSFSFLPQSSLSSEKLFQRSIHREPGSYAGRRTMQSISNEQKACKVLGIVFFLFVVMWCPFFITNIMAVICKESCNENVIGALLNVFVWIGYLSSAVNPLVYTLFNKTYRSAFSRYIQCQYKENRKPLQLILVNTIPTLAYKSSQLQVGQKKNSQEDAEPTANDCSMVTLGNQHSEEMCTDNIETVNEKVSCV
aDG glyco up: activators of alpha-DG glycosylation, primary screen, uHTS, Pro5-aDG cells, AlphaScreen. alpha-DG glycosylation AlphaScreen (IIH6); 0% Pro5, 100% B10-LARGE cell signal. 360,000 tested, 0.22% active. activation, % at 10 µM;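 active = activation of at least 8% versus controls, or a plate z-score of at least 8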;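 note: Pro5 are CHO cells carrying HIG-tagged alpha-DG that lacks glycosylation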
An asterisk follows results filed as active; . = no result given.

Values in the order: Glyco luc inh, Granule exo inh, H9c2 protect, CaV13 FRET inh, iPSC survival up, aDG glyco up, Vif imaging, ABCB6 inh MLPCN, HTR2A ag, PDI turbidity
COc1cccc(-n2nnnc2SCC(=O)NC2CCCC2)c1
    -2, -2, 0, -4, 1.5, 0.3, 3, 90, 0, 0
Cc1cc(NC(=O)CCS(=O)(=O)c2ccc3c(c2)NC(=O)C(C)S3)ccc1Br (stereo unspecified)
    1, 4, 0, ., -0.4, 0.0, 4, 97, 1, -2
Cc1ccccc1Nc1nnc(SCC2CCCCO2)s1 (stereo unspecified)
    -9, 5, -6, -2, -3.0, 0.1, 10, 99, -4, -17
c1ccc2sc(SN3CCOCC3)nc2c1
    2, 0, -7, -6, 7.6, 0.0, ., 100, -3, -14
COC(=O)[C@@H]1C[C@H]2CC[C@H](O)C[C@H]2N1Cc1ccc(-c2ccccc2)cc1
    2, 19, 2, -5, 2.3, -0.1, -1, 93, -4, -9
CS(=O)(=O)c1sc(C(=O)NC(=S)Nc2ccc(OC(F)(F)F)cc2)c2c1C=CCC2
    2, -10, -6, -4, 0.1, 0.0, -8, 100, ., 1
COc1ccc(NC(=O)CN(C)S(=O)(=O)c2ccccc2)c([N+](=O)[O-])c1
    1, -3, 0, -8, -1.5, -0.1, 1, 102, -2, 16
Cc1ccc(/C=C/C(=O)NC(=S)Nc2ccc(S(=O)(=O)Nc3cc(C)on3)cc2)cc1
    1, 53, -8, -7, -0.6, 0.0, 14, 102, -2, -10
CCOC(=O)c1c(NC(=O)CSc2nc3nc(C)cc(C)n3n2)sc(CC)c1C
    2, -2, -8, -2, 1.2, 0.3, -5, 93, 0, 0
Cc1ccc(CN2C(=O)C(=O)N(CC(N)=O)C2=O)cc1
    1, -8, 2, -3, 0.4, 0.3, 1, 96, 3, 2
CCOC(=O)C1=C(C)N(C)C(=S)NC1c1cc(OC)ccc1OC (stereo unspecified)
    -1, 2, -2, -4, 1.3, 0.0, -2, 100, 5, -3
O=C(CSCc1ccc(Cl)cc1)N/N=C/c1ccccc1
    -2, 0, -25, -5, -3.2, 0.2, 3, 95, -1, 7
CC1=C(C(=O)Nc2ccccc2)C(c2ccco2)C(C#N)=C(SCC(=O)OC(C)C)N1 (stereo unspecified)
    -2, -6, 17, ., 0.2, 0.0, -13, 99, 6, -1
O=C(c1ccco1)N1CCN(C(=O)C2CCN(S(=O)(=O)Cc3ccccc3)CC2)CC1
    -1, -2, 0, ., 0.2, 0.0, 19, 95, 1, 0
COc1ccccc1OCc1nn[nH]n1
    1, -2, -4, -3, -0.4, -0.1, 3, 82, 2, -1
CCOC(=O)N1CCN(C(=O)c2oc(=O)c3ccccc3c2-c2ccc(C)cc2)CC1
    -9, -4, 6, -2, -2.5, 0.0, 0, 95, 1, .
COc1cccc(C(=O)NC(=S)Nn2cnnc2)c1OC
    1, 1, -8, -5, 2.4, 0.2, 9, 99, -5, 4
COc1nc(OC)nc(N2CCC(C(=O)Nc3cccc4c3CCCC4)CC2)n1
    1, -2, 4, -6, 2.3, -0.2, -2, 95, 0, 2
CC1OC(OC2C(CO)OC(OCC3OC(OC(=O)[C@@]45CCC(C)(C)C[C@@H]4C4=CC[C@@H]6[C@@]7(C)CCC(OC8OCC(O)C(O)C8OC8OC(C)C(O)C(O)C8O)[C@@](C)(CO)C7CC[C@@]6(C)[C@]4(C)CC5)C(O)C(O)C3O)C(O)C2O)C(O)C(O)C1O (stereo partly specified)
    2, 0, 19, -5, -3.0, 0.2, -1, 94, -4, -4
Cc1ccc(S(=O)(=O)N2CCN(C(=O)COC(=O)Cc3c(F)cccc3Cl)CC2)c(C)c1
    1, 0, 0, -3, 6.7, -0.2, -12, 87, 2, 3

Other records.
Values in the order: Glyco luc inh, Granule exo inh, H9c2 protect, CaV13 FRET inh, iPSC survival up, aDG glyco up, Vif imaging, ABCB6 inh MLPCN, HTR2A ag, PDI turbidity
COc1ccc(-n2c(=O)c3ccccc3n(CC(=O)NCC3CCCO3)c2=O)cc1 (stereo unspecified)
    1, -1, 0, -7, 0.6, 0.0, 17, 93, 4, 6
Cc1ccc(C)c(S(=O)(=O)N2CCN(C(=O)CCNC(=O)c3ccc(Br)cc3)CC2)c1
    -4, -4, 2, -6, -0.6, -0.1, ., 96, -7, -4
COc1ccc(CCN2C(=O)CCC2(C)c2nnnn2-c2ccc3c(c2)OCCO3)cc1OC (stereo unspecified)
    ., -3, ., -7, 0.0, 0.1, ., 98, 0, .
Cc1[nH]c2ccc(F)cc2c1CCN(Cc1cccnc1)C(=S)Nc1cccc(F)c1
    -1, -2, 13, -5, 3.3, 0.9, 0, 95, -7, -5
CC12CCC(c3c1nc1ccccc1[n+]3[O-])C2(C)C (stereo unspecified)
    2, -4, 4, -3, 2.6, -0.1, 2, 102, 1, 2
CC(=O)c1nn(-c2ccccc2)c(=Nc2ccccc2)cc1C
    -1, 5, -3, -9, -0.3, -0.3, 12, 99, 7, .
Cc1[nH]ccc(=O)c1Oc1ncc(C(F)(F)F)cc1Cl
    2, -2, 0, 2, -2.6, -0.3, 3, 102, 6, -8
CCCCCCC[C@H](N)[C@H](O)C(=O)N(C)[C@@H](CCS(C)=O)C(=O)N[C@@H](Cc1ccc(O)cc1)C(=O)N[C@@H](Cc1ccc(O)cc1)C(=O)O (stereo partly specified)
    0, 40, -4, -11, -1.2, -0.3, -3, 98, 8, 2
COc1ccc(OC)c(C2=Nn3c(nnc3-c3cccc(OC(C)C)c3)SC2)c1
    -2, 33, -3, -7, 7.1, -0.1, -1, 85, 3, -1
Cc1cc(S(=O)(=O)N2CCN=C2c2ccccc2)c(C)cc1Cl
    3, 3, 11, -14, -1.0, 0.0, 7, 91, -2, -2
CC1(C)Cc2c(C#N)c(N3CCN(C(=O)c4ccccc4Cl)CC3)nc(-c3ccco3)c2CS1
    1, -1, -1, -5, -1.6, 0.0, -6, 98, -2, 1
CCCCN(CC)C(=O)c1cc2cc3ccc(Cl)cc3nc2o1
    2, -4, 2, -19, 2.2, 0.0, 6, 101, 0, -6
O=C(O)c1ccc(Sc2ccccn2)c([N+](=O)[O-])c1
    1, -1, 16, 2, 1.6, -0.2, -2, 93, 2, 3
CC(=O)N/C(=C\c1ccc(C)o1)C(=O)NCc1ccccc1
    -3, 6, 4, -2, 1.2, 0.1, 0, 102, -4, 2
COc1ccccc1CNC(=O)CCC(=O)Nc1nnc(C)s1
    2, -1, 26, -4, 4.1, 0.1, 2, 96, -1, 2
CCNC(=O)Nn1c(-c2ccccc2)nc2ccccc2c1=O
    1, 25, 5, -5, 0.0, -0.1, 1, 102, -2, 8
CC(C)(C)c1ccc(/C=N/NC(=S)NC2CCCCC2)cc1
    -8, -1, -32, -4, -1.5, 2.6, 1, 92, -8, -2
CN(CC(=O)Nc1ccccc1C(F)(F)F)C(=O)c1cc(-c2cccs2)nn1-c1ccccc1
    -5, 9, 2, ., 0.2, 0.2, -5, 101, -2, -6
O=C(NC1CCCCC1)Oc1cc2oc(=O)sc2cc1Br
    2, 14, -8, -4, -0.4, 0.0, -7, 93, 4, 2
COc1ccc(OCc2cc(C(=O)N3CCCC(O)C3)no2)c2ccccc12 (stereo unspecified)
    5, -2, -6, -6, 1.0, 0.3, -10, 99, -3, -7

Three records drawn at random from the list so far:
Values in the order: Glyco luc inh, Granule exo inh, H9c2 protect, CaV13 FRET inh, iPSC survival up, aDG glyco up, Vif imaging, ABCB6 inh MLPCN, HTR2A ag, PDI turbidity
CCCCCCC[C@H](N)[C@H](O)C(=O)N(C)[C@@H](CCS(C)=O)C(=O)N[C@@H](Cc1ccc(O)cc1)C(=O)N[C@@H](Cc1ccc(O)cc1)C(=O)O (stereo partly specified)
    0, 40, -4, -11, -1.2, -0.3, -3, 98, 8, 2
Cc1cc(S(=O)(=O)N2CCN=C2c2ccccc2)c(C)cc1Cl
    3, 3, 11, -14, -1.0, 0.0, 7, 91, -2, -2
CCCCN(CC)C(=O)c1cc2cc3ccc(Cl)cc3nc2o1
    2, -4, 2, -19, 2.2, 0.0, 6, 101, 0, -6

Further records follow.
Values in the order: Glyco luc inh, Granule exo inh, H9c2 protect, CaV13 FRET inh, iPSC survival up, aDG glyco up, Vif imaging, ABCB6 inh MLPCN, HTR2A ag, PDI turbidity
O=C(Nc1ccsc1C(=O)N1CCCCCC1)c1ccccc1
    -1, -2, 1, -6, -1.2, 0.1, -15, 104, 0, -2
COc1ccc(N2CCN(C(=O)c3cc(=O)c4cc(Cl)ccc4o3)CC2)cc1
    0, -10, -8, -19, -0.5, -0.2, -17, 95, 2, 0
CCS(=O)(=O)N1Cc2cc(C(=O)NCCOC)nc(-c3cccc(-c4ccncc4)c3)c2[C@@H]1CCO
    ., 1, ., -9, -0.7, 0.1, ., 101, 2, .
Clc1nc2ccccc2cc1/C=N/Nc1nc2ccccc2[nH]1
    -11, -1, -17, -39, -3.4, 0.1, 14, 111, -4, -3
Cc1csc(N(C)C(=O)CSc2nnc(COc3cccc4ccccc34)o2)n1
    2, -4, -2, -4, -1.9, 0.2, 5, 95, 2, 8
CCOc1cc(CNCCO)ccc1OCC(=O)NC(C)(C)C
    2, -1, 1, 3, 0.2, 0.0, -2, 93, 4, -3
O=C(NCCCCc1ccccc1)Nc1cccc(F)c1
    -3, -17, -9, ., 1.3, 0.3, -7, 96, -2, -4
CCOC(=O)N1CCN(C(=O)c2ccc(Cn3c(=S)[nH]c4cc5c(cc4c3=O)OCO5)cc2)CC1
    -4, 2, 2, -5, 5.8, 2.4, -16, 101, 11, -1
O=C(NCc1ccc2c(c1)OCO2)c1ccc(CS(=O)(=O)c2cccc(C(F)(F)F)c2)o1
    -1, -3, 7, -3, 5.5, -0.4, 0, 91, 0, -4
CCn1cc(/C=C2/SC(=S)NC2=O)c(C)n1
    1, -6, 1, -5, 2.9, 0.0, -1, 98, 0, -3
O=C(CSc1nnc(-c2c[nH]c3ccccc23)o1)N(Cc1ccccc1)c1ccc(F)cc1
    2, 78*, 0, ., 2.7, 0.2, -2, 99, 1, 10
COc1ccc(N2C(=O)CC(N3CCCCC3)C2=O)cc1 (stereo unspecified)
    1, -1, 0, -5, -0.1, 0.2, 9, 95, 6, -1
Cc1cc(Cl)ccc1NC(=O)CCC(=O)N/N=C/c1cc([N+](=O)[O-])ccc1O
    1, 0, 33, -6, -0.3, 0.1, -1, 94, 0, 5
COc1cc(-c2nnc(NC(=O)CS(=O)(=O)c3ccc(F)cc3)o2)cc(OC)c1OC
    3, -1, -1, ., 0.6, 0.1, -3, 101, 12, 0
CCCCSCCCNC(=O)Nc1ccc(C)c(C)c1
    0, -4, -4, -12, 0.1, 0.0, -2, 100, -5, -10
CCCCCOC(=O)Cn1c(N2CCCCCC2)nc2c1c(=O)[nH]c(=O)n2C
    2, -1, 3, ., -1.0, 0.2, 5, 102, -4, 2
CCn1c2ccccc2c2cc(NC(=O)c3ccc(Br)o3)ccc21
    3, 0, 7, ., -0.7, -0.1, -3, 153, 5, -4
Cc1ccc(C2(c3ccc(C)cc3)NC(=O)N(CC(=O)NCCCN3CCCC3=O)C2=O)cc1
    -1, -2, 6, -2, 3.1, 0.0, -3, 96, 2, -2

Bioassay records as filed in PubChem BioAssay.
